Assay outcomes (PubChem BioAssay)
Bcl-XL Bim block: inhibitors of Bim-Bcl-XL interaction, human | Q07817 | Bim peptide-Bcl-XL binding, bead flow cytometry, fluorescence | inhibition, % at 10 µM | actives 0.04% (n = 190,000)
ABCG2 inh: blocks JC-1 efflux by human ABCG2 transporter; Q9UNQ0; IgMXP3 cells, flow cytometry; inhibition, % at 6.6 µM; actives 0.1% (n = 190,000); AID 1325;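 active = inhibition above 80%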;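 also: 0% = DMSO and 100% = nicardipine control wells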
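Assay system – ABCG2 IgMXP3 and barcoded ABCB1 CCRF-Adr cell mix · Input – 3 million cells/mL in well · Reagent – JC-1 fluorescent substrate · Compound – single test compound dose, 6.6 µM final · Timing – 10 min exposure at 25 °C with rotation, no wash · Detection – flow cytometry of retained JC-1 fluorescence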
Bim-Bcl-2: inhibitors of Bim-Bcl-2 interaction, human. P10415. Bead-based flow cytometry, Bim peptide-Bcl-2 binding. inhibition, % at 10 µM. actives 0.06% (n = 190,000). AID 950; in the data active = inhibition above about 40%; inconclusive = no clear call, values can overlap the other calls;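 also: 0% = no compound wells with probe peptide and 100% = reference peptide inhibitor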
RGS4-Gao reg: human RGS4-Galphao interaction regulation. AID 1415. P09471. Multiplexed bead flow cytometry, RGS4-Galphao binding; actives lie on both sides. binding response (% of control), % at 10 µM. actives 0.33% (n = 220,000); in the data active = binding response below about 49% or above about 150%; inactive = in between;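 also: fluorescent Galphao activated with aluminum fluoride binding bead-coupled RGS4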
Bcl-W Bim block: disrupts Bim peptide binding to human Bcl-W. Q92843. inhibition, % at 10 µM. actives 0.02% (n = 190,000). bead-based flow cytometry;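 also: 0% = bound tracer without compound and 100% = peptide blocker; higher means less fluorescent Bim peptide bound to Bcl-W beads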
RGS7-Gao: regulators of human RGS7-Galphao interaction. P09471. Multiplexed bead flow cytometry, RGS7-Galphao binding; actives lie on both sides. binding response (% of control), % at 10 µM. actives 0.35% (n = 220,000). AID 1439; in the data active = binding response below about 49% or above about 150%; inconclusive = no clear call, values can overlap the other calls; inactive = in between;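 also: fluorescent Galphao held in activated GDP-AlF4 state binding bead-coupled RGS7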
Bim-Bfl-1: disrupts Bim binding to human Bfl-1; Bead-based flow cytometry, Bim-Bfl-1 binding inhibition; Q16548; inhibition, % at 10 µM; actives 0.12% (n = 190,000);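 also: 0% = wells without compound plus tracer and 100% = blocker peptide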
RGS8-Gao: human RGS8-Galphao interaction regulation | P09471 | multiplexed bead flow cytometry, RGS8-Galphao binding; actives lie on both sides | response (percent of control binding), % at 10 µM | actives 0.34% (n = 220,000) | AID 1423; in the data active = response below about 60% or above about 140%; inactive = in between;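 also: Galphao activated as the GDP aluminium fluoride complex binding bead-coupled RGS8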
GSH bead fluor: GSH bead compound fluorescence profile; GSH beads flow cytometry, compound fluorescence 488/530 nm; hits give high values; fluorescence (KMESF) at 10 µM; actives 0.25% (n = 190,000); AID 1776; in the data active = fluorescence above about 89;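 also: glutathione beads carrying GST-tagged Bcl family fusion proteins plus one bare bead set; values are compound well signal with DMSO vehicle wells as background; inactives centre near 16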
Bim-Bcl-B: disrupts Bim peptide binding to human Bcl-B; Q9HD36; bead-based flow cytometry; inhibition, % at 10 µM; actives 0.073% (n = 190,000); AID 951;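 also: 0% = tracer peptide without compound and 100% = reference inhibitor peptide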
ABCB1 block: inhibitors of human ABCB1 transporter, ABCG2 counter-screen; P08183; CCRF-Adr cells, JC-1 efflux, flow cytometry; inhibition, % at 6.6 µM; actives 0.067% (n = 190,000); AID 1326; in the data active = inhibition above about 40%;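 also: 0% = vehicle and 100% = reference inhibitor; higher value means more JC-1 retained so stronger ABCB1 efflux block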
Active calls of the source: *; ? = inconclusive; & = joins results of further samples; [ ] = remark or other dose. Rule as the data show it, unless noted: active = inhibition above about 40%.

Values in the order – GSH bead fluor	Bcl-XL Bim block	RGS8-Gao	ABCB1 block	Bim-Bcl-B	RGS4-Gao reg	Bcl-W Bim block	RGS7-Gao	Bim-Bcl-2	ABCG2 inh	Bim-Bfl-1
Cc1ccc(S(=O)(=O)N2CCC(C(=O)Nc3ccc4c(c3)COC4=O)CC2)cc1
 : 13	-4	100	0.1	-6	98	1	96	-6	3	-10
N#Cc1c(Cl)cccc1-n1ccnc1
 : 10	0	100	0.2	-1	102	-2	102	0	1	-2
CCOc1ccc(/C=N/OCC(=O)Nc2cc(C)on2)cc1
 : 6	0	101	-0.1	0	100	2	100	1	8	0
CCC1c2ccc(C)n2CCN1C(=O)Nc1ccc(F)cc1 (stereo not given)
 : 41	-10	108	-0.9	-6	117	-5	113	-5	5	-12
O=C(NC1CCCCC1)c1ccc(CNc2ccccc2)o1
 : 39	-10	100	-2.2	-4	102	0	98	-6	-1	-11
O=C(CN(Cc1ccc2c(c1)OCO2)C(=O)CNC(=O)c1ccco1)NC1CCCCC1
 : 13	-7	103	0.2	-9	103	-2	99	-6	0	-9
COc1ccc(-n2nnnc2SCC(=O)NCCc2ccccc2)cc1OC
 : 11	1	103	-0.1	0	99	1	105	0	2	-4
C/C(=N\NC(=O)c1ccc(Cl)c(Cl)c1)c1ccc(Br)s1
 : 10	-8	102	-1.3	-7	100	-7	102	-3	22	-6
CC1(C)CC2CC(C)(CN2Cc2c(O)ccc3ccccc23)C1 (stereo not given)
 : 14	0	104	-0.3	0	103	1	98	0	-1	-3
O=C(CCSCCC(=O)NCc1ccco1)NCc1ccco1
 : 20	-1	94	-0.3	-18	98	-1	103	0	-3	5
CCOc1ccc(NCc2nnc(SCc3ccc(Cl)cc3)n2-c2ccccc2)cc1
 : 9	-4	101	1.1	-9	98	-1	100	0	7	2
O=C(NCc1ccco1)C(c1ccncc1)N(CCC1=CCCCC1)C(=O)Cn1nnc2ccccc21 (stereo not given)
 : 5	-8	99	0.0	0	101	1	101	-1	0	0
Cc1ccc(SCC(=O)c2sc(-c3ccccc3)nc2C)cc1
 : 27	0	106	-0.1	-9	106	0	103	-13	1	-11
CCCCCn1c(CN2CCN(C)CC2)nc2c1c(=O)n(C)c(=O)n2C
 : 20	-6	101	0.3	-6	100	-2	104	-9	1	-8
CC(C)NS(=O)(=O)c1ccc(CCC(=O)NCc2ccncc2)cc1
 : 12	-3	102	-0.5	-5	99	-2	100	-5	-4	-7
O=C(O)CCSc1nnc(-c2ccncc2)n1-c1ccccc1
 : 27	-7	100	0.6	-10	100	-4	104	-15	7	-18
CCOC(=O)c1nnn(-c2nc(OC)nc(N(C)C)n2)c1-c1ccccc1
 : 21	-9	100	2.1	-7	100	-2	101	-12	31	-18
CN(Cc1ccccc1)C(=O)COC(=O)c1ccc2ccccc2n1
 : 13	0	104	1.1	4	102	-5	?	1	6	6
O=S(=O)(c1ccc(Cl)c2ccccc12)N1CCCC1
 : 56	-4	105	0.0	-5	100	-2	108	0	1	-9
CS(=O)(=O)NN1C(=O)c2ccccc2NC1c1ccccc1 (stereo not given)
 : 10	-3	99	1.3	11	95	-4	98	2	6	-2
COc1ccc(OC)c(-c2nnc(NC(=O)C(C)Sc3nncn3C)s2)c1 (stereo not given)
 : 23	-3	100	-3.0	-2	102	0	98	-8	-4	-6
Cc1onc(-c2ccccc2Cl)c1C(=O)NCc1ccc(N2CCCC2=O)cc1
 : 12	0	99	0.5	-3	94	2	92	-9	2	-10
COc1ccccc1/C=C\C=N\n1c(C2CCCCC2)n[nH]c1=S
 : 16	-11	102	0.1	-14	102	-3	108	-11	0	-10
CCNC(=S)Nc1cc(OCC)c(NC(=O)c2ccco2)cc1OCC
 : 13	-7	113	0.5	-4	105	-6	108	-5	7	-6
COc1cc(Br)cc(C=Nc2cccc(C(F)(F)F)c2)c1O
 : 10	-4	102	-0.1	-6	102	-4	103	-2	1	-1
COc1ccc([N+](=O)[O-])cc1NC(=O)CC(C)c1ccccc1 (stereo not given)
 : 11	-2	101	0.8	2	96	1	100	3	3	0
CCCCNC(=O)c1cccc2c(=O)c(C)c(-c3ccccc3)oc12
 : 11	-7	107	1.4	-11	103	-6	105	-5	29	-7
COc1ccc(NCc2nnc(SCC(=O)Nc3ccc(OC)cc3)n2C)cc1
 : 13	-4	96	-0.1	-3	93	0	?	-4	0	-4
NC(=O)/C(=C/c1ccc2c(c1)OCO2)NC(=O)c1ccco1
 : 29	5	94	1.7	0	96	1	96	3	1	8
Cc1ccccc1C(=O)N1CCC(C(=O)Nc2cccc(F)c2)CC1
 : 20	-1	89	-0.4	-2	99	-1	95	-2	2	0

Two records picked at random from those above:
Values in the order – GSH bead fluor	Bcl-XL Bim block	RGS8-Gao	ABCB1 block	Bim-Bcl-B	RGS4-Gao reg	Bcl-W Bim block	RGS7-Gao	Bim-Bcl-2	ABCG2 inh	Bim-Bfl-1
COc1cc(Br)cc(C=Nc2cccc(C(F)(F)F)c2)c1O
 : 10	-4	102	-0.1	-6	102	-4	103	-2	1	-1
COc1ccc(OC)c(-c2nnc(NC(=O)C(C)Sc3nncn3C)s2)c1 (stereo not given)
 : 23	-3	100	-3.0	-2	102	0	98	-8	-4	-6

(listing goes on)
Values in the order – GSH bead fluor	Bcl-XL Bim block	RGS8-Gao	ABCB1 block	Bim-Bcl-B	RGS4-Gao reg	Bcl-W Bim block	RGS7-Gao	Bim-Bcl-2	ABCG2 inh	Bim-Bfl-1
COc1ccc(-n2c(-c3ccc(F)cc3)cnc2SCC(=O)NCc2ccco2)cc1
 : 23	-5	100	1.0	-6	102	-2	106	-2	4	-2
CC(C)(CNC(=O)C1CCCN1C(=O)c1cccs1)N1CCOCC1 (stereo not given)
 : 7	1	99	-0.2	-2	95	0	96	4	-1	-1
COc1ccc(N(C)C(=O)c2onc3c2CCCC3)cc1
 : 10	-2	90	0.2	-4	98	-3	96	1	1	-1
CCCC(=O)Nc1nc2c(OC)ccc(OC)c2s1
 : 17	-4	102	0.9	-2	99	-1	102	-4	13	-8
O=C(CC(C(=O)N1CCc2ccccc21)n1ccnc1)NCc1ccccc1 (stereo not given)
 : 28	0	143*[activator]	0.1	-2	115	-2	113	-2	0	-4
Cc1ccccc1NC(=O)COC(=O)c1cc(=O)c2ccccc2o1
 : 15	-6	48*	0.0	-6	41*	0	37*	-2	1	-5
Cc1c(S(=O)(=O)Nc2cc(Cl)ccc2Cl)c(=O)n(C)c(=O)n1C
 : 22	-4	103	0.3	-5	103	0	102	-8	0	-12
COc1cccc(N2CCN(Cc3nc(N)nc(Nc4ccccc4OC)n3)CC2)c1
 : 35	-8	93	0.1	-3	93	4	92	-8	0	-13
Cc1ccc(S(=O)(=O)NN2C(=O)c3ccccc3NC2C)cc1 (stereo not given)
 : 10	-5	107	0.7	-3	105	-3	105	0	0	0
COCCCN1CCc2[nH]c(=S)[nH]c(=O)c2C1
 : 15	-7	101	-0.2	-14	99	-6	101	-11	-4	-12
O=C(NCc1ccc(Cl)cc1)C(=O)NCC1OCCN1C(=O)c1cccs1 (stereo not given)
 : 16	-6	100	0.1	-11	99	-2	96	-3	-1	-8
c1ccc(CCCNCC2COc3ccccc3O2)cc1 (stereo not given)
 : 11	0	112	0.2	-4	112	-3	?	-4	0	-4
O=C(COc1cccnc1[N+](=O)[O-])N1CCc2ccccc21
 : 15	1	95	0.2	0	87	0	96	-2	5	-1
Cc1ccccc1NC(=S)c1nc2ccccc2[nH]1
 : 7	-3	100	-0.3	-1	100	-2	102	3	-1	6
CCC(=O)Nc1ccc(C(=O)OCc2ccc(Cl)c(Cl)c2)cc1
 : 4	-4	103	0.8	-7	100	-1	99	1	12	0
Cc1ccc(S(=O)(=O)N(C)Cc2nc(-c3ccccn3)no2)cc1
 : 13	0	100	0.1	2	99	3	99	0	0	0
O=c1c2ccccc2oc2nc(-c3cccs3)n(CCc3ccccc3)c(=O)c12
 : 11	-8	100	4.1	-8	105	-4	101	-3	18	-9
CN(C)c1ccc(C=NCCC2(O)CCOC(C)(C)C2)cc1 (stereo not given)
 : 22	-5	99	0.8	-11	97	0	102	-10	9	-13
CC1(C)SCC2C(=O)N3C(CSC3(C)C)C(=O)N21 (stereo not given)
 : 35	-4	118	0.3	-3	130	1	125	-6	2	-8
COC(=O)c1ccc(CSc2nnc(NC(=O)C3CC(=O)N(c4ccc5c(c4)OCCO5)C3)s2)cc1 (stereo not given)
 : 10	-7	101	-0.9	-8	95	-7	96	-9	40	-6
COC(=O)c1ccc(CSc2nnc(-c3ccncc3)o2)o1
 : 10	-4	100	0.3	-5	100	-3	97	-4	7	-3
Nc1nnc(-c2cccnc2)s1
 : 22	-4	103&90	1.1	-4	103&82	-4	?	-6	9	-10
Cc1cccc(C)c1NC(=O)CSc1nnc(-c2ccco2)c(-c2ccco2)n1
 : 6	0	86	-0.7	0	79	7	80	10	-2	19
COc1ccc(-c2noc(CCC(=O)N3CCN(c4cccc(C(F)(F)F)c4)CC3)n2)cc1
 : 20	0	101	1.5	2	103	2	100	-5	24	-2
N=c1cc(C2(O)CCCCC2)n2c(nc3ccccc32)s1
 : 11	-3	101	0.4	-9	100	0	98	-2	8	-6
N#CCSc1nnc(-c2cccnc2)n1-c1ccccc1
 : 5	-4	102	0.6	1	102	-5	96	6	1	10
O=C1c2ccccc2C(=O)N1CCCc1c[nH]c2ccccc12
 : 19	-9	99	1.2	-16	97	-6	101	-3	13	-10
O=C(COC(=O)Cc1cn2ccsc2n1)Nc1nc2ccccc2s1
 : 14	-2	91	-0.2	-3	87	3	82	-14	64	-9
CCOC(=O)C1=C(C)N(c2ccc(OC)cc2)C(=O)/C1=C\c1cccs1
 : 6	-5	95	1.1	-6	94	0	87	-6	9	-1
O=C1C2C3C=CC(C3)C2C(=O)N1CCCO (stereo not given)
 : 20	-5	98	1.6	-7	98	0	97	-10	18	-18
COc1ccccc1S(=O)(=O)n1cc(Cc2ccccc2)c(N)n1
 : 22	-10	100	0.9	-7	102	-7	103	-6	14	-12
Cc1ccc(-c2c(C)n([O-])c3c([n+]2=O)CCC3)o1
 : 30	-2	103	0.2	-7	101	0	99	-5	1	-9
S=c1[nH]nc(-c2ccc3ncccc3c2)n1-c1ccc2c(c1)OCCO2
 : 13	-7	97	0.1	-24	98	-6	109	-1	1	-2
c1ccc(Cn2cnc3ccccc32)cc1
 : 13	-7	35*	-0.1	-6	33*	-7	34*	-3	2	-4
OCCCc1n[nH]c(=S)n1-c1ccccc1
 : 13	-2	100	-0.1	-8	116	-1	111	-3	-2	2
Cc1ncc(CN2CCN(Cc3ccccc3)C(CCO)C2)s1 (stereo not given)
 : 16	-3	94	0.0	-2	90	-3	91	-8	0	-6
CC1=CC(C)(C)N=C(NC#N)N1
 : 46	4	60	0.2	-6	42*	4	44*	-8	2	-8
CN(C(=O)c1ccc(Cl)cc1)C1=CCCCC1CCC#N (stereo not given)
 : 56	-14	106	0.4	-8	108	-1	109	-7	3	-9
Cc1ccc(C(=O)Nc2ccc(N3CCN(S(C)(=O)=O)CC3)cc2)cc1C
 : 12	0	101	0.7	-2	102	-2	100	0	13	-4
COc1cccc(OCCCN2CCN(S(=O)(=O)c3ccc(NC(C)=O)cc3)CC2)c1
 : 17	-2	118	0.0	-2	103	3	104	-2	0	1

Rows are unselected, and some 1.1% of all compounds hit somewhere here.
